Bioassay records: PubChem BioAssay, several laboratories
IL1B NFkB inh – blocks IL-1B driven NFkB nuclear translocation in HUVEC cells; hit rate 0.43% among 94,000; HUVEC IL-1B NFkB p65 nuclear translocation imaging; inhibition, % at 2 µM; AID 796;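 active = inhibition above about 30% together with a positive call from visual inspection of the well image, limit read from the data; inconclusive = inhibition above a set limit but visual check negative; inactive = inhibition not above a set limit, visual check negative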;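 also: nuclear over cytoplasmic p65 intensity ratio measured by imaging; 0% = IL-1B stimulated DMSO wells and 100% = unstimulated DMSO wells; values of inactives mirror those of a sister screen read the other way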
PLAP inhibition – PLAP enzyme inhibitors, biochemical, luminescence, HTS (AID 690); one-dose inhibition, % at 20 µM; IC50 in µM for titrated hits; purified PLAP, luminescent substrate; higher % means a stronger effect; hit rate 0.08% among 96,000; in the data active = a potency from the dose series; inactive = the rest, 99 in 100 with inhibition below about 30%; also: strong numbers were not always called active
NFkB transloc pot – enhances IL-1B driven NFkB nuclear translocation; activation, % at 2 µM; HUVEC IL-1B NFkB p65 nuclear translocation imaging; hit rate 0.3% among 94,000;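 active = activation above 40%, about the mean plus 3 SD, also judged a hit on visual image review; inconclusive = activation above 40% but not a hit on visual review; inactive = activation not above 40% and no visual hit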;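 also: percent activation is computed from the nuclear over cytoplasmic p65 intensity ratio; values of inactives mirror those of a sister screen read the other way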
MRP resist rev – compounds reversing MRP-mediated drug resistance; H69AR cells + 2 uM doxorubicin, CellTiter-Glo, 72 h; differential viability (reversal), % at 10 µM; hit rate 0.04% among 85,000;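 active = viability drop by adding the cancer drug above about 55%, with treated viability meeting a 40% cutoff, limit read from the data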;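 also: viability without doxorubicin minus viability with 2 µM doxorubicin for each compound; larger differential means the compound sensitizes cells more to doxorubicin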
Bcl-B TR3 displacers – displacers of TR3 peptide from Bcl-B, primary screen, selectivity assay for Bfl-1 inhibitor project, biochemical, fluorescence polarization; FP displacement of FITC-TR3 peptide from Bcl-B; higher % means a stronger effect; displacement, % at 20 µM; hits with a dose series show IC50 in µM; hit rate 0.11% among 96,000; AID 748;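 active = displacement above 50% at 20 µM plus a fluorescence interference ratio under 1.5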;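 also: plate controls were wells without compound for no effect and wells lacking Bcl-B protein for full effect; a part of the inactive calls stands beside numbers as strong as those of hits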
MRP resist rev cytotoxicity – further read-out of MRP resist rev, marked with its call; viability, %; H69AR cells, CellTiter-Glo, 72 h; measured here: cytotoxicity without doxorubicin
MRP resist rev with doxorubicin – second read-out of MRP resist rev, no call of its own (marks repeat the call); viability, %; measured here: viability with 2 uM doxorubicin; active compounds read low
IL1B NFkB inh cell count 2 µM – further read-out of IL1B NFkB inh, marked with its call; cell count; measured here: cells passing quality filter;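 raw number of nuclei counted in each imaged well without normalization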
NFkB transloc pot cell count 2 µM – second read-out of NFkB transloc pot, no call of its own (marks repeat the call); cell count; measured here: cells passing quality filter
An asterisk follows results filed as active; ? = inconclusive; nt = no result given.

SMILES	IL1B NFkB inh	IL1B NFkB inh cell count 2 µM	PLAP inhibition	NFkB transloc pot	NFkB transloc pot cell count 2 µM	MRP resist rev	MRP resist rev cytotoxicity	MRP resist rev with doxorubicin	Bcl-B TR3 displacers
Cc1ccc(C(c2nnnn2CCC(C)C)N2CCN(C)CC2)cc1 (configuration not stated)	-8	129	-39%	8	129	14	104	90	-4%
C=CCNc1nc(NC(C)(C)CO)nc(OCC)n1	nt	nt	5%	nt	nt	15	96	81	-3%
CCN(CC)CCC(=O)NC(C)(C)Cc1ccc(O)cc1	16	78	-13%	-16	78	nt	nt	nt	-8%
CC(=O)c1c(C(C)=O)c(C)n(NC(=O)c2ccccc2O)c1C	-2	209	0%	2	209	9	110	101	8%
COc1cc(-c2cc(N)n(S(=O)(=O)c3ccccc3)n2)cc(OC)c1OC	-1	201	-59%	1	201	6	89	83	10%
CC(C)C(C(=O)Nc1ccc2c(c1)OCCO2)N1C(=O)c2ccccc2C1=O (configuration not stated)	3	153	-20%	-3	153	11	99	88	3%
c1ccc(C2Nc3ccccc3Oc3ccccc32)cc1 (configuration not stated)	-35	128	nt	35	128	6	93	87	nt
CCCCNC(=O)Cn1cnc2c(cnn2-c2ccc(C)c(C)c2)c1=O	5	64	-9%	-5	64	-6	89	96	-6%
COc1cc2ccccc2c2c1CCCC2=O	9	153	13%	-9	153	nt	nt	nt	-3%
COC(=O)c1ccccc1NC(=O)CSc1nnc(COc2cccc(OC)c2)n1C	-28	170	-46%	28	170	7	85	78	-5%
Cc1ccc(S(=O)(=O)CCC(=O)Nc2ccc3c(c2)OCO3)cc1	-5	171	-32%	5	171	-11	74	85	-5%
COn1c(SCc2ccccc2)nc2ccccc2c1=O	-1	158	-8%	1	158	7	98	91	17%
CCOc1cc(C2NC(=O)NC(C)=C2C(=O)OC(C)CC)cc(Br)c1O (configuration not stated)	-3	153	-17%	3	153	0	82	82	-3%
CCOC(=O)/C=C1\Nc2ccccc2SC1=O	2	148	-13%	-2	148	-6	88	94	-6%
Cc1c(C2Nc3ccccc3NC3=C2C(=O)CC(C)(C)C3)cnn1C (configuration not stated)	6	81	nt	-6	81	7	101	94	nt

Some of the entries so far, as a markdown table:
| Molecule | IL1B NFkB inh | IL1B NFkB inh cell count 2 µM | PLAP inhibition | NFkB transloc pot | NFkB transloc pot cell count 2 µM | MRP resist rev | MRP resist rev cytotoxicity | MRP resist rev with doxorubicin | Bcl-B TR3 displacers |
| --- | --- | --- | --- | --- | --- | --- | --- | --- | --- |
| Cc1ccc(S(=O)(=O)CCC(=O)Nc2ccc3c(c2)OCO3)cc1 | -5 | 171 | -32% | 5 | 171 | -11 | 74 | 85 | -5% |
| CC(C)C(C(=O)Nc1ccc2c(c1)OCCO2)N1C(=O)c2ccccc2C1=O (configuration not stated) | 3 | 153 | -20% | -3 | 153 | 11 | 99 | 88 | 3% |
| CCOC(=O)/C=C1\Nc2ccccc2SC1=O | 2 | 148 | -13% | -2 | 148 | -6 | 88 | 94 | -6% |
| Cc1ccc(C(c2nnnn2CCC(C)C)N2CCN(C)CC2)cc1 (configuration not stated) | -8 | 129 | -39% | 8 | 129 | 14 | 104 | 90 | -4% |
| COn1c(SCc2ccccc2)nc2ccccc2c1=O | -1 | 158 | -8% | 1 | 158 | 7 | 98 | 91 | 17% |

(list continues)
SMILES	IL1B NFkB inh	IL1B NFkB inh cell count 2 µM	PLAP inhibition	NFkB transloc pot	NFkB transloc pot cell count 2 µM	MRP resist rev	MRP resist rev cytotoxicity	MRP resist rev with doxorubicin	Bcl-B TR3 displacers
CCOC(=O)c1sc(NC(=S)NC(=O)c2cccc(Cl)c2)c(C(=O)OCC)c1C	-1	54	-16%	1	54	nt	nt	nt	3%
O=C1CN2C(=N1)N(Cc1ccccc1)c1ccccc12	-12	161	9%	12	161	0	91	91	-9%
O=C(CS(=O)c1cccc(C(F)(F)F)c1)Nc1ccccc1Cl (configuration not stated)	-16	128	17%	16	128	nt	nt	nt	-8%
CCOc1ccc(N(Cc2cc3ccc(C)cc3[nH]c2=O)S(C)(=O)=O)cc1	12	88	-1%	-12	88	-2	77	80	-2%
CC(C)(c1ccccc1)c1ccc(OCCCNCCO)cc1	nt	nt	-60%	nt	nt	0	1	1	-7%
CN1C(=S)SC(N(O)C(=O)NC2CCCCC2)C1(C)C (configuration not stated)	-2	92	2%	2	92	4	89	85	2%
CN(C)CCNc1nc2c(c(=O)[nH]c(=O)n2C)n1CCCc1ccccc1	11	159	-2%	-11	159	-7	86	92	0%
NS(=O)(=O)c1ccc(CCNC(=O)CSc2ccccc2)cc1	-14	118	0%	14	118	nt	nt	nt	4%
COc1cc(S(=O)(=O)NC2CCCCC2C)ccc1Cl (configuration not stated)	3	134	22%	-3	134	4	93	89	3%
c1ccc(-n2nnnc2-n2cnc3ccccc32)cc1	-4	136	-9%	4	136	-8	80	88	-1%
CC1CCCC(C)N1S(=O)(=O)c1ccc(NC(=O)c2ccccc2C(=O)N2CCOCC2)cc1 (configuration not stated)	15	109	-3%	-15	109	18	107	89	-4%
Cc1cc2ncn(S(=O)(=O)c3ccc(S(=O)(=O)N4CCCCCC4)cc3)c2cc1C	-6	71	nt	6	71	-2	35	38	nt
COc1ccc(OC/C(O)=C(\C#N)c2nc3ccccc3[nH]2)cc1	-11	179	-19%	11	179	nt	nt	nt	-25%
c1ccc(-c2nc(N3CCCCCC3)c3ccccc3n2)nc1	4	116	-41%	-5	116	6	8	2	32%
COC(=O)c1ccccc1NC1c2ccccc2C(=O)N1c1cccnc1 (configuration not stated)	nt	nt	6%	nt	nt	6	86	80	2%
CN(C)/C=C(/C(=O)c1ccccc1Cl)S(=O)(=O)c1ccccc1	6	106	nt	-6	106	nt	nt	nt	nt
C/C(=N/Nc1nc(-c2ccc(Cl)cc2)cs1)c1cccs1	-2	128	-13%	2	128	nt	nt	nt	1%
CCCCn1c(SCc2c(C)noc2C)nc2cc(S(N)(=O)=O)ccc21	-20	181	2%	20	181	26	48	22	-6%
Cn1c(=O)c2c(nc(NCc3ccc4c(c3)OCO4)n2Cc2ccccc2F)n(C)c1=O	-9	173	7%	9	173	-42	43	84	-11%
CC(=O)N1CCN(c2ccc(NC(=O)c3ccc(N4CCCC4)c([N+](=O)[O-])c3)cc2Cl)CC1	-12	111	-40%	12	111	nt	nt	nt	0%
Cc1cc(OCC(=O)NCCN2CCOCC2)cc(C)c1Br	1	87	-65%	1	87	17	90	73	0%
Cc1ccc(C(=O)NCc2ccco2)cc1S(=O)(=O)Nc1cccc(Cl)c1	-34	156	-72%	34	156	nt	nt	nt	-3%
CCC(C)N(C(=O)COC(=O)c1cn(CC)c2nc(C)ccc2c1=O)C1CCS(=O)(=O)C1 (configuration not stated)	nt	nt	-48%	nt	nt	-9	87	96	-7%
CC(O)CNCCNCc1c(OCc2ccccc2)ccc2ccccc12 (configuration not stated)	-4	134	-39%	4	134	nt	nt	nt	-12%
c1cc(C(c2nnnn2C2CCCC2)N2CCOCC2)ccn1 (configuration not stated)	-12	126	-12%	12	126	5	99	94	-3%
Cc1nn(C(=O)N2CCOCC2)c(C)c1C	-3	108	nt	3	108	31	99	69	nt
N#Cc1ccccc1Cn1c(-c2cscn2)nc2ccccc21	12	128	40%	-12	128	-4	55	59	3%
COc1cc(CNCCO)ccc1OCC(=O)Nc1ccc(Br)cc1	-18	170	-19%	18	170	18	84	66	-2%
COc1cc(N2CCCC2)c(OC)cc1/C=C(/C#N)c1ccc(Br)cc1	-1	158	38%	1	158	14	75	61	-148%
COCCCn1c(SCC(=O)OC2CCCCC2)nnc1-c1ccco1	2	140	-13%	-3	140	18	95	77	18%
COc1cc(NS(=O)(=O)c2ccc(NC(=S)NC(=O)C3CCCC3)cc2)nc(OC)n1	-6	189	-29%	6	189	-11	85	96	24%
CCC(=O)Nc1ccc(C(=O)n2ccc(C)n2)cc1	-7	157	-1%	7	157	-9	94	103	-7%
COC(=O)c1[nH]c(C)c(/C(O)=C2\C(=O)C(=O)N(CCN(C)C)C2c2cc(OC)ccc2OC)c1C (configuration not stated)	-4	203	-6%	4	203	-2	90	92	9%
CC(C)NS(=O)(=O)c1ccc(NC(=O)C2CCCCC2)cc1	-7	196	24%	7	196	12	109	97	11%
CCn1c(Cc2cccs2)nnc1SCC(=O)Nc1ccc(OC)c(OC)c1	-14	92	35%	14	92	2	92	90	-3%
CC1(C)CCCN(C(=O)c2coc(=O)c(Br)c2)C1	1	62	-13%	-1	62	-24	7	31	6.5µM*
COc1ccc(CCNC(=O)c2nnn(CC(=O)Nc3ccccc3)c2N)cc1OC	1	177	4%	-1	177	-1	95	96	1%
C/C(CCc1oc2ccccc2c1-c1ccc(C)o1)=N/O	8	144	-19%	-8	144	-5	99	104	-5%
COCCCn1c(SCc2nnc(-c3ccc(OC)c(OC)c3)o2)nc2ccccc2c1=O	-10	131	nt	10	131	-18	70	88	nt
CCOC(=O)C(=CNc1cc(C)nn1-c1ccc(Cl)cc1)C(=O)OCC	-11	208	-81%	11	208	-4	74	78	-4%
O=c1[nH]c2ccc(Br)cc2c(-c2ccccc2)c1CN1CCOCC1	16	51	-65%	-16	51	27	55	28	-3%
CCN(CC)S(=O)(=O)c1ccc(-c2nnc(SCc3nnc(-c4ccccc4)o3)o2)cc1	-3	135	8%	3	135	-1	20	22	0%
Cc1cc(N2C(=O)C3C4C=CC(C4)C3C2=O)no1 (configuration not stated)	-17	171	-3%	17	171	-15	75	91	-3%
O=c1cc(-c2ccccc2)[nH][nH]1	3	92	nt	-3	92	2	82	80	nt
CC(C)CC(c1nnnn1Cc1ccccc1)N1CCN(C(=O)c2ccco2)CC1 (configuration not stated)	-31	124	-59%	31	124	-2	93	95	-6%
N#CC(=C1SC=CS1)c1nc(-c2ccccc2)cs1	-9	154	36%	9	154	2	91	89	-27%
NC(=O)C1CCN(Cc2nnnn2Cc2ccco2)CC1	nt	nt	9%	nt	nt	-4	97	101	-2%
Cn1c(=O)c2c(nc(Br)n2Cc2c(F)cccc2Cl)n(C)c1=O	nt	nt	11%	nt	nt	-9	80	89	5%
CCOc1ccccc1C1CC(=O)NC(SCC)=C1C#N (configuration not stated)	5	138	-19%	-5	138	-20	91	111	0%
CCOc1ccc(NC(=O)C2CC(=O)N(C(C)C)C2)cc1 (configuration not stated)	-26	127	25%	26	127	-1	95	96	-26%
CCC1(C)Cc2c(C#N)c(N)sc(=S)c2CO1 (configuration not stated)	12	74	-23%	-12	74	3	77	74	12%
O=C1CC(C(=O)Nc2ccccc2)C2(CCCC2)O1 (configuration not stated)	-24	126	2%	25	126	nt	nt	nt	3%
CCOc1ccc(CCNC(=O)C2CCN(c3nn4c(=O)cc(C)nc4s3)CC2)cc1	nt	nt	-46%	nt	nt	3	82	80	-8%
COc1cc(/C=N\NC(=O)CNC(=O)c2cccc([N+](=O)[O-])c2)ccc1O	0	141	14%	-1	141	nt	nt	nt	6%
O=C(Nc1c(F)cccc1F)c1cnc(N2CCN(c3ccccn3)CC2)c2ccccc12	-6	157	-54%	6	157	-16	50	66	3%
COc1ccc(S(=O)(=O)N(CCN2CCOCC2)Cc2cc(OC)ccc2OC)cc1	-5	172	-66%	5	172	2	75	74	-5%
CCN=C1SC(C(=O)Nc2cccc(C)c2)CC(=O)N1CC (configuration not stated)	-41	95	-4%	?	nt	10	92	82	-8%
O=C(C1Cc2ccccc2CN1S(=O)(=O)c1ccc(F)cc1)N1CCCCCC1 (configuration not stated)	-10	181	-15%	10	181	7	80	73	-6%
O=C1NC(c2ccccc2)=C(c2nc3ccccc3s2)C(c2ccccc2)N1 (configuration not stated)	-34	152	-24%	34	152	nt	nt	nt	-1%
CC1=C(C(N)=O)C(c2ccccc2)n2nc(-c3cccc(C)c3)nc2N1 (configuration not stated)	6	171	10%	-6	171	-13	93	107	12%
O=C(N/N=C/c1ccc(O)c(O)c1)c1ccc(CSc2cccc3cccnc23)cc1	-20	113	-32%	20	113	-26	40	66	0%
C=CCNc1nc(SCC=C)nc2ccsc12	8	84	7%	-8	84	nt	nt	nt	10%

Some of the compounds tested; count on the stated rates, not on these rows.
